VLA-4 inh: inhibition in human VLA-4 binding assay, primary screen, VLA-4 allosteric modulator project, MLPCN library, flow cytometry, VLA-4 expressing cells; Integrin alpha-4 (Homo sapiens), P13612; ligand binding flow cytometry; inhibition, % (about 7 µM as worked out from the volumes in the protocol); hit rate 0.2% among 330,000; AID 2557, 2010; in the data active = inhibition above about 50%
Efflux pump mplx: inhibitors of Candida efflux pumps in yeast, primary screen, S. cerevisiae, Nile Red, multiplex; S. cerevisiae Candida pump triplex; hit rate 0.44% among 330,000; inhibition, % at 10 µM;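 active = plate passing quality check with inhibition over a set limit, or well fluorescence over plate mean plus 4 SD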;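 note: Nile Red retained in pooled yeast measured as flow cytometry median fluorescence; 0% = buffer negative control and 100% = Enniatin B positive control; higher means more Nile Red kept so more efflux inhibition; some compounds called inactive have numbers as strong as hits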
GRK2 aptamer HTS: compounds blocking aptamer binding on GRK2 – biochemical, human GRK2, bead flow cytometry, HTS, primary screen; AID 488847, 2010; hit rate 0.59% among 330,000; FAM-aptamer displacement from GRK2; Beta-adrenergic receptor kinase 1 (Homo sapiens), P25098; inhibition of aptamer binding, % at 10 µM;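 active = inhibition of aptamer binding above 40%, roughly 3 SD of noise, on plates passing a quality check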;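 note: median bead fluorescence of bound FAM aptamer so fluorescent compounds give negative values; no value below 0 was filed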
GLD-1 TGE inh: GLD-1/TGE RNA complex disruptors, primary screen, biochemical, fluorescence polarization. purified GLD-1 + fluorescein TGE RNA. Female germline-specific tumor suppressor gld-1 (Caenorhabditis elegans), Q17339. inhibition, % at 5.96 µM. hit rate 0.44% among 320,000;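 active = percent inhibition above a per-plate cutoff, the plate mean of test compounds plus 3 SD, cut at about 30% in these data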;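 note: 0% = DMSO wells with GLD-1 and probe and 100% = wells lacking GLD-1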
Target sequence (Q17339 whole entry, looked up): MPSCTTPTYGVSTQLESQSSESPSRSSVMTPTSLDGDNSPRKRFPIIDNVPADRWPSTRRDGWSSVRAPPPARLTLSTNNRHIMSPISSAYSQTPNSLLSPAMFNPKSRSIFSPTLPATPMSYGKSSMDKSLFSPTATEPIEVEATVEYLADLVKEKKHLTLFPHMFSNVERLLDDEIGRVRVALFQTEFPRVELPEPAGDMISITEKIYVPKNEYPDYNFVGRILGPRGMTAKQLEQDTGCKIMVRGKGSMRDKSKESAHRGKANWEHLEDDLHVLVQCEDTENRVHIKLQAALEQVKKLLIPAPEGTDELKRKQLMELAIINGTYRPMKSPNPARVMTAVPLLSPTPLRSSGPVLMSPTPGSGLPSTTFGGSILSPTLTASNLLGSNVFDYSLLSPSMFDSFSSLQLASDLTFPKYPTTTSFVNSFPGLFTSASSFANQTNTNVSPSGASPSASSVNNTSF
BCLXL inh: inhibitors of human Bcl-xL, primary screen, biochemical, fluorescence polarization, HTS | GST-Bcl-xL / FITC-Bim BH3 peptide fluorescence polarization | AID 2129, 2009 | inhibition, % at 10.9 µM | Bcl-2-like protein 1 (Homo sapiens), Q07817 | hit rate 0.7% among 320,000;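 active = inhibition above the mean of all tested compounds plus 3 SD, cutoff set per campaign, cut at about 30% in these data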;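 note: 0% = DMSO wells and 100% = unlabeled Bim-BH3 peptide competitor; inhibitors lower millipolarization by displacing the labeled peptide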
Target sequence (Q07817 whole entry, looked up): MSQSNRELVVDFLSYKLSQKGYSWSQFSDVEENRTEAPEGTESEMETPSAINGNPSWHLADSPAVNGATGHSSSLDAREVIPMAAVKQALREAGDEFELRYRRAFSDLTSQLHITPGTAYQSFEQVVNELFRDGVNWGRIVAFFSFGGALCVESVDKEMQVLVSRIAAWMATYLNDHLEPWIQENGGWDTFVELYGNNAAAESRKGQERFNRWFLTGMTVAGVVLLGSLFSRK
MEX-5 binding: MEX-5 zinc finger RNA-binding disruptors – biochemical, C. elegans, fluorescence polarization, MLPCN library, primary screen; Zinc finger protein mex-5 (Caenorhabditis elegans), Q9XUB2; MEX-5/FITC-TCR2 RNA binding; stronger effect = lower value; activity score (negative = inhibition of binding), % at 10 µM; hit rate 0.38% among 300,000; AID 1832, 2009;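 active = inhibition past about -25% in most replicates, and total fluorescence under double the plate's negative control median, limit read from the data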;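 note: 0% = DMSO and -100% = 5 µM competing unlabeled TCR2 RNA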
Fam108B inh: mouse Fam108B serine hydrolase inhibitors, primary screen, counter-screen for RBBP9 inhibitor project, biochemical, fluorescence polarization; recombinant Fam108B, FP-Rh probe fluorescence polarization; inhibition, % at 9.51 µM; hit rate 0.33% among 300,000; AID 1947, 2009;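 active = inhibition above the screen mean inhibition plus 3 SD, computed separately per campaign, cut at about 18% in these data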;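 note: inhibitors lower polarization as less probe binds the enzyme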
MCL1 BIM primary: inhibitors of MCL1 binding to BIM-BH3, primary screen, biochemical, fluorescence polarization; Induced myeloid leukemia cell differentiation protein Mcl-1 (Homo sapiens), Q07820; GST-MCL1 / FITC-Bim-BH3 fluorescence polarization; inhibition, % at 10.9 µM; hit rate 0.68% among 320,000; AID 2057, 2009;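 active = inhibition above the mean inhibition of all tested compounds plus 3 SD, set per campaign, cut at about 40% in these data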;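 note: 0% = DMSO wells and 100% = unlabeled Bim-BH3 peptide control; higher means more loss of mP so more displacement of Bim peptide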
PME-1 primary: PME-1 inhibitors via competitive probe labeling, primary screen, biochemical, fluorescence polarization, FP-Rh probe, HTS. AID 2130, 2009. recombinant PME-1. hit rate 0.53% among 320,000. inhibition, % at 5.9 µM;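 active = inhibition above the campaign mean of all compounds plus 3 SD, cut at about 26% in these data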;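 note: competitive labeling of PME-1 active site by serine hydrolase directed probe; 0% = PME-1 with DMSO and 100% = wells lacking PME-1 enzyme; inhibitors block probe labeling so polarization falls and inhibition rises; many of its hits are not listed in these tables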
Target sequence (Q9Y570 whole entry, looked up): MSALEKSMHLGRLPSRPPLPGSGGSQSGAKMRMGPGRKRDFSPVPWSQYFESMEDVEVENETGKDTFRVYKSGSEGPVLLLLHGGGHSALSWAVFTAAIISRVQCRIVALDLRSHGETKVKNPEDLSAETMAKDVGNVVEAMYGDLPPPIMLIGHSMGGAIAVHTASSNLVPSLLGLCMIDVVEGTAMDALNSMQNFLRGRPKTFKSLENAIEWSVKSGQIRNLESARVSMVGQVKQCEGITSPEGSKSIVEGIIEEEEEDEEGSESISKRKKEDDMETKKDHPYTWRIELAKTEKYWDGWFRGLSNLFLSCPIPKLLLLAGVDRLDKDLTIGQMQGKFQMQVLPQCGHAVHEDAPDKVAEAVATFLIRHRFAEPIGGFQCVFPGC
Active calls of the source: *; nt = no result given. A portion of the library; rates above refer to the full screens.

SMILES	VLA-4 inh	Efflux pump mplx	GRK2 aptamer HTS	GLD-1 TGE inh	BCLXL inh	MEX-5 binding	Fam108B inh	MCL1 BIM primary	PME-1 primary
O=C(Cc1ccccc1[N+](=O)[O-])NNC(=O)c1cccs1	-17	0.0	0	7	5	nt	nt	8	-1
O=C(O)CCC(=O)NC1CCCCC1	-2	0.2	3	6	-5	-0.8	1	-1	2
O=C(CSc1nc(-c2ccco2)cc(C(F)(F)F)n1)N1CCCc2ccccc21	-3	-0.1	0	5	0	-0.1	1	4	-5
Cc1nc(N)nc2c1CCCC2	9	-0.1	5	-2	5	2.7	0	-4	-3
CCOc1cc(NC(=S)NCC2CCCO2)c(OCC)cc1NC(=O)c1cccc(F)c1 (stereo not given)	-2	-0.1	0	2	8	2.5	2	9	-1
NS(=O)(=O)c1cccc(NC(=O)COC(=O)CC2CC3CCC2C3)c1 (stereo not given)	-10	0.0	2	-4	-2	-0.1	-2	-2	-2
CC(CC(=O)Nc1ccc(Cl)c([N+](=O)[O-])c1)c1ccccc1 (stereo not given)	1	0.2	0	3	2	1.7	-2	-3	-6
CCOc1ccc(N(CC(=O)Nc2ccc(OC)cc2)S(C)(=O)=O)cc1	12	0.0	3	-3	0	-1.4	-3	-2	2
O=c1c2c(-c3ccc(Cl)cc3)csc2nc2n1CCC2	1	0.1	0	2	2	0.7	3	0	2
Cc1cc(C)c(OCCN2CCCC2)c(Cl)c1	-6	0.0	3	1	0	-0.2	1	0	-5
Cc1[nH]c2ccccc2c1/C=N/NC(=O)CNC(=O)c1ccc2c(c1)OCCO2	-6	-0.1	0	0	8	2.0	2	-2	10
Cc1ccc(-c2nsc(SCC(=O)Nc3ccc4c(c3)OCO4)n2)cc1	0	-0.2	1	-1	2	0.1	2	0	-2
Cc1c(Cl)cccc1NC(=S)NNS(=O)(=O)c1ccc([N+](=O)[O-])cc1	-14	-0.5	1	1	4	-4.3	3	9	8
CCOc1ccc(-n2c(=O)c3c(C)c(C(=O)N(C)C)sc3n(CC(=O)Nc3ccccc3F)c2=O)cc1	-18	0.1	0	-1	4	1.5	0	9	1
O=C(CN1CCN(c2ccc(Cl)cc2)CC1)NCc1ccccc1	2	-0.1	5	-8	7	-0.2	12	13	20
COc1ccc(C(=O)Nc2cc(-c3ccc(C)cc3)no2)cc1	15	-0.1	0	nt	nt	-0.1	nt	nt	nt
Cc1ccc(/C=N/N=C/c2ccc(C)cc2)cc1	8	0.9	0	2	5	-0.6	2	4	0
Cc1cccc(N2CCN(c3cccc(C)c3)C2c2cccnc2)c1	-7	0.1	0	7	3	1.7	1	7	0
Cc1ccc(C(=O)OCC(=O)NC2CCCCC2)s1	4	-0.1	3	0	-12	-0.5	-4	-16	-8
CC(=O)N1N=C(c2ccco2)CC1c1ccc(Cl)o1 (stereo not given)	10	0.1	4	-4	4	-0.1	4	-2	-2
O=C(CSc1nc2ccc(Nc3nc(N4CCOCC4)nc(N4CCOCC4)n3)cc2s1)NCc1ccco1	15	0.2	2	1	2	-0.7	-3	-4	-4
CC(C)(CC(=O)O)CC(=O)Nc1ccccc1Oc1ccccc1	-6	-0.1	3	4	4	-0.4	4	2	-12
CC(C)CCNC(=O)c1ccc2c(SCC(=O)O)c3c(nc2c1)CCCC3	1	-0.1	0	2	7	0.4	-6	2	-5
Cc1[nH]c2ccccc2c1Cc1n[nH]c(=S)o1	33	0.0	1	6	-32	-2.0	0	-28	2
Cc1cccc(C(=O)OCCN2CCOCC2)c1	3	0.1	4	-9	-2	1.6	-6	4	-5
O=C1c2ccccc2S(=O)(=O)c2cc(C(=O)N3CCCC3)ccc21	11	-0.1	0	0	2	1.4	-5	-3	9
O=C(Cn1nnc(-c2ccc(N3CCOCC3)cc2)n1)OC1CCCCC1	18	-0.1	0	0	3	-1.3	2	-1	5
N#C/C(C(=O)Oc1ccccc1)=C1\C=Cc2ccccc2N1	4	-0.1	0	-4	4	-6.9	-3	8	0
NNS(=O)(=O)c1ccc(Cc2ncc(C(F)(F)F)cc2Cl)s1	8	-0.1	0	5	7	-1.4	2	-3	0
COc1ccc(Oc2c(Cl)cnn(-c3ccccc3)c2=O)cc1	-7	-0.1	1	6	3	-1.5	-4	-2	1
COCCN1CCN(C(=O)c2cc(COc3cncc(Cl)c3)on2)CC1	10	-0.7	0	nt	nt	4.0	nt	nt	nt
CCc1c(C)nc2cc(-c3cccc(Br)c3)[nH]n2c1=O	12	0.2	0	8	2	2.0	-1	-1	-21
Cc1ccc(C)c(NC(=O)CN(C)C(=O)c2cccc(S(=O)(=O)N3CCN(Cc4ccccc4)CC3)c2)c1	-2	1.9	0	-2	3	-4.7	-1	0	1
O=C(COC(=O)Cc1n[nH]c(=O)c2ccccc12)Nc1ccc(Cl)cc1F	-2	0.0	2	4	-9	1.1	-2	-5	0
COc1ccc(S(=O)(=O)NCc2ccc(C(=O)N(C)Cc3ccco3)cc2)cc1	4	-0.1	2	1	6	0.4	3	7	6
CSc1cccc(NC(=S)N(CCCN2CCCC2)Cc2cccs2)c1	10	-0.1	0	-7	3	-0.7	0	1	-8
COc1cc(/C=C(\NC(C)=O)C(=O)Nc2ccc(NC(C)=O)cc2)ccc1OC(C)=O	5	-0.1	0	0	3	-0.1	-1	9	-2
Cc1ccccc1NC(=O)Cc1nnc(SCC(=O)c2ccc(Br)cc2)n1C	-4	0.2	0	-6	4	-2.5	-2	7	-9
Cc1cc(C)c(S(=O)(=O)Nc2ccccn2)c(C)c1	12	-0.1	0	7	-1	-0.7	-1	0	0
CCSC1=NN2CCS(=O)(=O)N=C2S1	7	-0.1	1	6	3	1.0	-2	7	-6
COc1ccc2c(CC(=O)OCC(=O)Nc3cccc(C)c3)coc2c1	7	0.2	0	0	2	nt	nt	-4	-5
N#CCCN(C(=S)NC(=O)c1ccco1)c1ccccc1F	3	-0.1	0	8	1	1.9	-2	-1	1
COc1ccc(-n2c(=S)[nH]c3cc(C(=O)Nc4ccccc4OC)ccc3c2=O)c(OC)c1	12	0.1	1	2	7	0.4	-3	8	-150
CC12C(=O)N(c3ccccc3C(=O)O)C(=O)C1C1C=CC2C1 (stereo not given)	-10	0.1	79*	-4	-2	1.8	-1	22	4
Cc1cccc(N2C(=O)C3CCCN3C2=S)c1 (stereo not given)	33	0.3	3	1	-7	1.0	-3	-8	-1
CCOC(=O)c1cnc2c(-c3cccc(Br)c3)cnn2c1C	20	-0.8	1	8	2	2.7	1	1	3
O=c1[nH]n2c(C(F)(F)F)cc(C3CC3)nc2c1N=Nc1ccccc1	4	-0.1	0	3	5	-1.9	-1	4	-3
CN(C)CCNC(=S)Nc1ccccc1C(C)(C)C	2	0.0	0	2	5	-4.5	-3	3	4
CC(Cn1nnc2ccccc21)C(=O)O (stereo not given)	23	-0.2	1	1	4	0.0	0	3	-2
C=CCc1cccc(/C=N/c2ncn[nH]2)c1O	2	-0.3	0	-2	4	1.6	0	14	-2
(cont.)
SMILES	VLA-4 inh	Efflux pump mplx	GRK2 aptamer HTS	GLD-1 TGE inh	BCLXL inh	MEX-5 binding	Fam108B inh	MCL1 BIM primary	PME-1 primary
CCOC(=O)C(C)Oc1ccccc1C1NC(=O)NC(C)=C1C(=O)Nc1ccc(C)c(C)c1 (stereo not given)	2	0.6	3	-2	0	-1.3	0	-2	4
COc1ccc(OCc2nn[nH]n2)cc1	4	-0.1	2	7	-5	1.4	-4	-18	3
CNC(=O)C1(C)C=CCN1C(=O)c1ccccc1 (stereo not given)	-2	0.0	0	7	11	0.3	2	3	1
O=Cc1ccc(Sc2nnc(-c3ccccc3)o2)c([N+](=O)[O-])c1	31	-0.1	5	0	1	-1.0	6	6	-1
Nc1nc(-c2ccco2)nn1C(=O)c1cccnc1	39	0.0	1	-1	7	-3.8	-3	11	-1
COc1ccccc1CNC(=O)Cn1c(=O)c2cccn2c2cccnc21	14	0.1	3	2	1	0.4	-1	-6	5
S=c1nc(-c2cccc(Cl)c2)[nH][nH]1	-8	0.2	0	2	7	1.5	1	9	-2
COc1ccc(S(=O)(=O)Nc2ccc3c(c2)C(=O)N([C@H](C)CO)C[C@H](C)[C@@H](CN(C)S(=O)(=O)c2ccccc2)O3)cc1	10	0.1	2	-1	nt	nt	nt	nt	nt
Cc1cccc(N=c2oc3cc(O)ccc3cc2C(N)=O)c1	26	-0.1	2	-4	6	0.5	3	-5	4
CCc1cc(=O)[nH]c(SCCc2ccccc2)n1	-2	0.0	5	13	3	1.2	2	1	-1
Cc1cccc(/C=N/n2c(C)nnc2C)c1	-3	0.1	2	-10	0	2.4	3	-3	2
COc1ccc(NC(=O)CCC(=O)N(Cc2ccc(OC)c(OC)c2)c2nccs2)c(OC)c1	-6	-0.1	0	-1	5	0.1	2	-1	0
Cc1ccc(C(=O)N/C(=C/c2ccco2)C(=O)N2CCC(C)CC2)cc1	-4	0.0	2	2	5	-1.1	3	1	-1
Cc1cc(C)nc(NC(=O)c2cccc([N+](=O)[O-])c2C)n1	8	0.0	1	8	5	-1.3	0	-4	-2
CCSc1nnc(N(CCC(=O)O)CCC(=O)O)s1	-1	-0.1	0	-9	7	-2.5	-1	4	-9
CC(C)Cn1c(N)c(C(=O)CSc2n[nH]c(N)n2)c(=O)n(C)c1=O	-1	0.1	0	6	5	nt	nt	7	1
COc1ccc(CN(C(=O)/C=C/c2ccco2)C2CCS(=O)(=O)C2)cc1 (stereo not given)	33	-0.1	4	2	2	-3.2	-3	7	-8
CCCc1ccc(-c2c(C)sc(NC(=O)c3ccnn3C)c2C#N)cc1	7	-0.1	2	6	0	1.2	-1	-1	0
CCc1cccc(C)c1NC(=O)COC(=O)CSCc1ccccc1	21	0.1	0	4	nt	nt	nt	nt	nt
O=C(Nc1cc(S(=O)(=O)N2CCOCC2)ccc1N1CCOCC1)C1CCCO1 (stereo not given)	16	0.1	2	-3	-2	-0.1	-2	-1	-8
Cc1c(C(=O)O)cccc1-n1c(C)cc(C=O)c1C	0	-0.1	8	10	8	-1.5	7	3	7
CC1CCCN(S(=O)(=O)c2ccc3c(c2)C(C)(C)C(=O)N3C)C1 (stereo not given)	-4	0.2	0	-3	-4	-1.8	-1	-1	-4
Cc1ccc(CSCC(=O)Nc2ccccc2F)cc1	4	0.0	4	-6	4	0.2	3	5	8
Cc1c(OCc2nn[nH]n2)ccc2c(-c3ccccc3)cc(=O)oc12	9	-0.1	0	4	6	3.9	-6	1	1
O=C(Nc1ccccc1N1CCOCC1)c1ccccc1NS(=O)(=O)c1ccc(F)cc1	27	0.2	1	10	5	-1.6	3	10	-3
O=C(CCn1cccn1)Nc1ccc(-c2ccno2)cc1	1	0.4	3	-6	3	-2.4	4	0	-3
NC(=O)C1CCN(Cc2nc3ccccc3c(=O)[nH]2)CC1	6	0.0	1	1	3	0.6	1	-2	1

Source: PubChem BioAssay (several laboratories)
